# Screening results as filed in PubChem BioAssay.
# TMEM16A act: activators or potentiators of mouse TMEM16A chloride channel; Q8BHY3; HEK293 TMEM16A/YFP-H148Q/I152L, iodide quench fluorescence; hits give low values; B-score at 10 µM; AID 623877; 340,000 compounds, 0.3% hits;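 active = fluorescence-ratio B-score plate-corrected deviation score at least 3 library SD below zero, with starting fluorescence score within 5 deviations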;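 note: channel opened by trigger with iodide after compound preincubation; score built on the fluorescence ratio of max minus min over baseline; more negative score means more quench and so TMEM16A activation or potentiation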
# Target sequence (Q8BHY3 whole entry, looked up): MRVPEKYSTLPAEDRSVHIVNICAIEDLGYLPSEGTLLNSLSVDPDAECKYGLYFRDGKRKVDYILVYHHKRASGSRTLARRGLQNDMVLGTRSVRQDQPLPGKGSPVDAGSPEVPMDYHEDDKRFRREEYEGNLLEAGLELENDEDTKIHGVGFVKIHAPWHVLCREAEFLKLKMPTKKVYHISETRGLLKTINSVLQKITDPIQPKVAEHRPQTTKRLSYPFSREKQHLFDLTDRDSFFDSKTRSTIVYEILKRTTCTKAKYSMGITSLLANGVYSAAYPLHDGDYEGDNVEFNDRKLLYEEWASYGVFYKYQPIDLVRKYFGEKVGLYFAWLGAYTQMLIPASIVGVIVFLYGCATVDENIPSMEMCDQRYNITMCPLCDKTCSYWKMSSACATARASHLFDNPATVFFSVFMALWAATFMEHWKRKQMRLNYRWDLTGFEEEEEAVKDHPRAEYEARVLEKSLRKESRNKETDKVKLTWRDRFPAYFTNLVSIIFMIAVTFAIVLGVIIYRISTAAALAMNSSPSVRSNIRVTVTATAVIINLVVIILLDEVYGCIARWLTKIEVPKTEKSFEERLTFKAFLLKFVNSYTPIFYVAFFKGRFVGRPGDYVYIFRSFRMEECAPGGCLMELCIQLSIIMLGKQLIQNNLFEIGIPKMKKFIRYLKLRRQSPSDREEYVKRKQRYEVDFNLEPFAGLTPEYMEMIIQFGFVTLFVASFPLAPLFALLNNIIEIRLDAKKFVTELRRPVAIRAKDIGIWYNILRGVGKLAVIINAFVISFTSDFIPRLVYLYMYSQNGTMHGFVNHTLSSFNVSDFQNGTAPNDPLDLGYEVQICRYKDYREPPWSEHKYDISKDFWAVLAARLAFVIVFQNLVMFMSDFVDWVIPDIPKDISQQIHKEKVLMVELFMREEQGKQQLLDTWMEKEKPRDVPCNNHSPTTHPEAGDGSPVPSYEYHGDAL
# Calls only; i = inactive. A portion of the library, so the mix of outcomes need not match the whole.
SMILES,TMEM16A act
O=C(OCC(=O)c1ccc[nH]1)c1ccc(F)c(S(=O)(=O)N2CCOCC2)c1,i
Nn1c(SCC(=O)Nc2ccc(N3CCOCC3)cc2)nnc1-c1ccccc1F,i
O=C1C=C(c2cc3ccccc3o2)C[C@@H](c2ccc(F)cc2)C1,i
O=C(CSc1cccc(C(F)(F)F)c1)Nc1nnc(C2CC2)s1,i
O=C(CSC(=S)N1CCCC1)N/N=C/c1c(O)[nH]c(=S)[nH]c1=O,i
COc1ccccc1OCC(=O)NC1CCSc2ccccc21 (centres undefined),i
CN1CCN(S(=O)(=O)c2ccc(C#N)cc2)C(c2ccccc2)C1 (centres undefined),i
COc1cc(C(=O)NCC(=O)NCC(c2ccco2)N2CCCCC2)cc(OC)c1OC (centres undefined),i
O=C(COc1ncnc2ccccc12)NC1CCCC1,i
CCN(c1ccccc1)S(=O)(=O)c1ccc(OC)c(NC(=O)C2=NN(c3ccccc3)C(=O)CC2)c1,i
Cc1cc(C)c(NC(=O)CN2C(=O)NC3(CCc4ccccc43)C2=O)c(Cl)c1 (centres undefined),i
CN1CCC(N(C)C(=O)c2ccc(Cl)c(S(=O)(=O)N3CCOCC3)c2)CC1,i
CCOC(=O)CC1=CCc2c1ccc(OC)c2OC,i
Cc1cccc(N2CCN(C(=O)CSc3nnnn3C3CC3)CC2)c1C,i
CCOC(=O)c1sc(/N=C/Nc2nc(C)c(C(=O)OCC)s2)nc1C,i
C[C@@H]1CN([C@@H](C)CO)C(=O)c2cc(NC(=O)Nc3ccccc3)ccc2O[C@H]1CN(C)C(=O)Nc1cccc2ccccc12,i
O=C(Cc1c(O)c2ccccc2oc1=O)c1ccc(F)cc1,i
COc1ccc(-c2nnc(SC(C)C(=O)NC3CC3)o2)cc1 (centres undefined),i
O=c1c(-c2ccco2)[n+]([O-])c2ccccc2n1OCc1ccccn1,i
COc1ccc(C2=Nn3c(nnc3-c3ccccc3C(F)(F)F)SC2)cc1OC1CCOC1 (centres undefined),i
O=C(COc1ccc(-c2nnco2)cc1)Nc1cc([N+](=O)[O-])ccc1F,i
O=C(CN1CCN(S(=O)(=O)c2ccc(Cl)cc2)CC1)NCC1(N2CCOCC2)CCCCC1,i
Cc1ccccc1NC(=O)C(C)OC(=O)C1CC(=O)N(Cc2ccco2)C1 (centres undefined),i
COc1cccc(NC(=O)CN(C)C(C)C(=O)NC(=O)NC2CCCCC2)c1 (centres undefined),i
Cc1ccc2nc(-c3ccccc3)cc(C(=O)Nc3cccnc3)c2c1,i
CCN(C(=O)CSc1nnc(-c2ccccc2OC)n1N)c1c(N)n(Cc2ccccc2)c(=O)[nH]c1=O,i
O=C1C2CCCN2C(=O)N1CCN1CCN(c2cccc(C(F)(F)F)c2)CC1 (centres undefined),i
COc1ccc(Cl)cc1NC(=O)C(C)OC(=O)C1=NNC(=O)CC1 (centres undefined),i
COc1ccc(-c2ccc3c(c2)S(=O)(=O)c2cccc(C(=O)NC4CC4)c2C3=O)cc1OC,i
O=C(Nc1ccc(OC(F)(F)F)cc1)NC1CCC(Oc2ccc(C(=O)O)cc2)CC1 (centres undefined),i
CCc1ccccc1-n1c(SCC(=O)c2c(N)n(C3CC3)c(=O)[nH]c2=O)nnc1N1CCOCC1,i
CCOc1ccc(S(=O)(=O)N2CCCCC2)cc1NC(=O)CN1C(=O)NC(C)(C2CC2)C1=O (centres undefined),i
Cc1nnc(NC(=O)CSc2nnc(CNC(=O)c3ccccc3F)n2C(C)C)s1,i
Nc1ccn([C@H]2CS[C@@H](CO)O2)c(=O)n1,i
O=C1C=CC2=C3c4cc(O)c(O)cc4CC3(O)COC2=C1O (centres undefined),i
COCCN(CC(=O)Nc1cccc(C)c1C)C(=O)c1ccc2c(c1)OCO2,i
COc1ccccc1NC(=O)C(C)N1C(=O)C2CCCCC2C1=O (centres undefined),i
Cc1cc(C)c(C(=O)c2ccccc2)c(C)c1,i
NS(=O)(=O)c1ccc(NC(=O)CSc2nnc(C3CC3)n2C2CC2)cc1,i
CCN(CC)S(=O)(=O)c1cc(NC(=O)CSc2nnc(N)s2)ccc1C,i
COc1ccccc1NS(=O)(=O)c1ccc(C(=O)NCc2ccc(S(N)(=O)=O)cc2)cc1,i
C#CCOCCOCCOCCNc1nc(N2CCOCC2)nc(N2CCN(C(=O)[C@H](CC(N)=O)n3cc(C(N)[C@@H](C)CC)nn3)CC2)n1 (some centres undefined),i
Cc1nc(Cl)sc1C(=O)Nc1ccc(F)cc1,i
CCC(C)(C)C1CCC(NC(=O)c2ccc(S(=O)(=O)N3CCOCC3)cc2)CC1 (centres undefined),i
CCCN(CC(=O)Nc1ccccc1OC)C(=O)Cn1c(=O)oc2ccccc21,i
CC(=O)c1cc(F)ccc1OCC(=O)Nc1ccc2c(c1)OCO2,i
Brc1cc(Br)c(Oc2cc(Br)c(Br)cc2Br)cc1Br,i
CC1CCCCC12NC(=O)N(CC(=O)N1CCN(c3ncccn3)CC1)C2=O (centres undefined),i
O=C(COC(=O)COc1ccc(Cl)cc1Br)NC1CCCCCC1,i
CCN(C(=O)COc1ccc(F)cc1Br)c1c(N)n(Cc2ccccc2)c(=O)[nH]c1=O,i

# More records:
SMILES,TMEM16A act
COc1ccc(OC(=O)c2cccc(S(=O)(=O)N3CC(C)OC(C)C3)c2)cc1 (centres undefined),i
O=C(CN1CCN(C(=O)c2cccc(S(=O)(=O)N3CCCC3)c2)CC1)Nc1ccccc1Cl,i
CCc1ccccc1OCC(=O)Nc1ccc(F)c(S(=O)(=O)N2CCOCC2)c1,i
Cc1cc(C(=O)CN2C(=O)NC(CC(C)C)C2=O)c(C)n1C1CC1 (centres undefined),i
Cc1cccc(NC(=O)CNC(=O)COc2cccnc2[N+](=O)[O-])c1C,i
O=C(O)c1cc(NS(=O)(=O)c2ccc(F)cc2)cc(NS(=O)(=O)c2ccc(F)cc2)c1,i
COc1ccc(NS(=O)(=O)c2ccc(OC)c(NC(=O)CNC(=O)c3ccc(OC)cc3)c2)cc1,i
O=S(=O)(c1ccc2c(c1)CCC2)N1CCNCC1,i
C[C@H](CO)N1C[C@H](C)[C@@H](CN(C)S(C)(=O)=O)Oc2c(NC(=O)Nc3ccccc3)cccc2C1=O,i
CCC(=O)c1ccc(OCC(=O)Nc2ccccc2C(=O)NC2CC2)cc1,i

# A different layout for some results above:
TMEM16A act	SMILES
i	NS(=O)(=O)c1ccc(NC(=O)CSc2nnc(C3CC3)n2C2CC2)cc1
i	CCN(CC)S(=O)(=O)c1cc(NC(=O)CSc2nnc(N)s2)ccc1C
i	COc1ccccc1NS(=O)(=O)c1ccc(C(=O)NCc2ccc(S(N)(=O)=O)cc2)cc1
i	C#CCOCCOCCOCCNc1nc(N2CCOCC2)nc(N2CCN(C(=O)[C@H](CC(N)=O)n3cc(C(N)[C@@H](C)CC)nn3)CC2)n1 (some centres undefined)
i	Cc1nc(Cl)sc1C(=O)Nc1ccc(F)cc1
i	CCC(C)(C)C1CCC(NC(=O)c2ccc(S(=O)(=O)N3CCOCC3)cc2)CC1 (centres undefined)
i	CCCN(CC(=O)Nc1ccccc1OC)C(=O)Cn1c(=O)oc2ccccc21
i	CC(=O)c1cc(F)ccc1OCC(=O)Nc1ccc2c(c1)OCO2
i	Brc1cc(Br)c(Oc2cc(Br)c(Br)cc2Br)cc1Br
i	CC1CCCCC12NC(=O)N(CC(=O)N1CCN(c3ncccn3)CC1)C2=O (centres undefined)
i	O=C(COC(=O)COc1ccc(Cl)cc1Br)NC1CCCCCC1
i	CCN(C(=O)COc1ccc(F)cc1Br)c1c(N)n(Cc2ccccc2)c(=O)[nH]c1=O
i	COc1ccc(OC(=O)c2cccc(S(=O)(=O)N3CC(C)OC(C)C3)c2)cc1 (centres undefined)
i	O=C(CN1CCN(C(=O)c2cccc(S(=O)(=O)N3CCCC3)c2)CC1)Nc1ccccc1Cl
i	CCc1ccccc1OCC(=O)Nc1ccc(F)c(S(=O)(=O)N2CCOCC2)c1
i	Cc1cc(C(=O)CN2C(=O)NC(CC(C)C)C2=O)c(C)n1C1CC1 (centres undefined)
i	Cc1cccc(NC(=O)CNC(=O)COc2cccnc2[N+](=O)[O-])c1C
i	O=C(O)c1cc(NS(=O)(=O)c2ccc(F)cc2)cc(NS(=O)(=O)c2ccc(F)cc2)c1
i	COc1ccc(NS(=O)(=O)c2ccc(OC)c(NC(=O)CNC(=O)c3ccc(OC)cc3)c2)cc1

# Next entries follow:
SMILES,TMEM16A act
CC1CCC2(CC1)NC(=O)N(CC(=O)N1CC(C)CC(C)C1)C2=O (centres undefined),i
Cc1nc(-c2cccc(NC(=O)c3ccc(-n4cccn4)cc3)c2)cs1,i
O=C(c1cccs1)N1CCN(C(=O)c2cn(-c3ccccc3)nc2-c2ccccc2)CC1,i
CC(=O)c1ccc(NC(=O)c2ccc(N3CCCC3=O)cc2)cc1,i
CCC1(c2ccc(Cl)cc2)NC(=O)N(CC(=O)N2CCN(C(=O)c3ccco3)CC2)C1=O (centres undefined),i
Cc1ccc(C)c(NC(=O)CN(C)C(=O)C2=NNC(=O)CC2)c1,i
O=C(NNC(=O)c1ccccc1F)c1ccc(Cl)c(S(=O)(=O)N2CCOCC2)c1,i
CC(NC(=O)CN(C)CC(=O)Nc1ccc(Cl)cc1)c1ccc(F)cc1 (centres undefined),i
O=C1CSC(c2ccc(Cl)c(Cl)c2)N1c1nccs1 (centres undefined),i
O=C(NC(CO)C(=O)OCc1ccccc1)OCc1ccccc1 (centres undefined),i
Cc1cc(NC(=O)CN2C(=O)NC(C)(c3ccc(Cl)cc3Cl)C2=O)no1 (centres undefined),i
COc1ccc(-c2coc3cc(O[C@@H]4O[C@H](CO)[C@@H](O)[C@H](O)[C@H]4O)c(OC)cc3c2=O)cc1,i
N#CC1=C(N)Oc2cc(N)ccc2C1c1ccccc1 (centres undefined),i
CC1CCN(C(=O)Cn2cc(C(F)(F)F)ccc2=O)c2ccccc2S1 (centres undefined),i
CCN(C(=O)COC(=O)c1cccnc1SC)c1c(N)n(Cc2ccccc2)c(=O)[nH]c1=O,i
Nc1ccccc1-c1nnc(SCC(=O)Nc2ccccc2OC(F)F)[nH]c1=O,i
CCC(=O)c1ccc(OCC(=O)OCC(=O)Nc2cccc(S(=O)(=O)N3CCOCC3)c2)cc1,i
CC(=O)c1ccc2c(c1)C1C=CCC1C(C(=O)O)N2 (centres undefined),i
COc1ccc(NC(=O)CSCC(=O)NCc2cccc(C(F)(F)F)c2)cc1,i
CC(=O)Nc1ccc(SC[C@H](C)CN2CC[C@H](O)CCC2=O)cc1,i
COc1cc(C=c2c3ccccc3n3c2cc(-c2ccccc2)[n+]3C)cc(OC)c1OC,i
CC(C#N)Sc1ccc(S(=O)(=O)N(C)C2CCCCC2)cn1 (centres undefined),i
Cc1cccc(NC(=O)COC(=O)c2nn(C)c(=O)c3ccccc23)c1C,i
Oc1ccc2ccccc2c1C=NNc1ccccn1,i
O=C(NCc1ccccc1Br)c1cccc2c1C(=O)c1ccc(-c3ccc(OC(F)(F)F)cc3)cc1S2(=O)=O,i
CCS(=O)(=O)NCCc1cc2cc(C)c(C)cc2[nH]c1=O,i
O=C(CNC(=O)c1ccccc1)OCN1C(=O)c2ccccc2C1=O,i
CC(C)CC1CCCC12NC(=O)NC2=O (centres undefined),i
Cc1cccc(C(=O)OCC(=O)NCc2ccc3c(c2)OCO3)c1C,i
O=C1NC(=S)SC1=Cc1ccccc1Br,i
NC1=NN(c2c(Cl)cc(Cl)cc2Cl)C(=O)C1,i
CC(=O)Nc1cccc(N)c1,i
COC(=O)C1=C(C)N(Cc2ccccc2)C(=NCc2ccco2)N[C@H]1c1cccc(F)c1,i
CCOc1ccc(NS(=O)(=O)c2ccc(C(=O)NCC(c3ccco3)N3CCCC3)cc2)cc1 (centres undefined),i
CSCCC(NC(=O)COc1ccccc1)C(=O)N1CCN(c2cccc(C(F)(F)F)c2)CC1 (centres undefined),i
COc1cc2cc(C[C@H](C)O)oc(=O)c2cc1OC,i
NC(=O)C1CCN(c2nc(-c3ccccc3C(F)(F)F)cs2)CC1,i
CC1CN(c2ccccn2)C(C)CN1C(=S)Nc1ccccc1 (centres undefined),i
COc1cc(-c2cc(OC)c(O)c(OC)c2)cc(OC)c1O,i
O=C(Nc1cccc(Cl)c1)c1nc[nH]c1C(=O)N1CCN(c2ccccc2)CC1,i
O=C(CSc1nc2ccccc2c(=O)n1CCCN1CCOCC1)Nc1ccc(Br)cc1,i
O=C(CCC1CCCC1)NNC(=O)c1ccc(F)cc1,i
CN(CC(=O)OCC(=O)NCc1ccccc1)S(=O)(=O)c1ccc(F)cc1,i
COc1ccc(C(CNC(=O)c2ccco2)N2CCCC2)cc1 (centres undefined),i
Cc1c(F)cccc1NS(=O)(=O)c1ccc(N2CCCC2=O)cc1,i
Cc1ccc2c(Cl)cc(Cl)c(O)c2n1,i
CCN1C[C@@H]2[C@@H]3C(=O)N(C)C(=O)[C@@H]3[C@](Cc3ccccc3)(C1=O)N2C(=O)c1ccc(C(C)(C)C)cc1,i
O=c1cc(CN2CCN(S(=O)(=O)c3cccc(Cl)c3)CC2)c2ccc(O)cc2o1,i
CC1CNC(=S)N(c2ccccc2)C1=O (centres undefined),i
O=C(CCNC(=O)c1ccccc1)NC1CCCc2ccccc21 (centres undefined),i

# Continued:
SMILES,TMEM16A act
Cc1ccc(C)c(OCCC(=O)NNC(=O)c2cc(C)oc2C)c1,i
Cc1ccc(S(=O)(=O)NCc2ccccc2)cc1C(=O)N(C)CC(=O)Nc1ccccc1Br,i
CCN(CC)S(=O)(=O)c1ccc(Cl)c(C(=O)NNC(=O)c2csc(N3CCOCC3)n2)c1,i
C/C(=N/NC(=O)COc1ccc(C(C)(C)C)cc1)c1ccc(N2CCOCC2)cc1,i
CC(=O)c1c(C)[nH]c(C(=O)OCc2nnc(-c3ccc([N+](=O)[O-])cc3)o2)c1C,i
COc1cc(CCC(N)c2cccc(O)c2)cc(OC)c1OC (centres undefined),i
CCOC(=O)c1c(C)[nH]c(C(=O)COC(=O)c2cc(C)oc2C)c1C,i
Cc1nc(Nc2ccccc2C)c2cnn(C)c2n1,i
CCC(NCc1cccnc1)c1ccc(OC)c(OC)c1 (centres undefined),i
O=C(Cc1c(F)cccc1Cl)Nc1cc(S(=O)(=O)N2CCOCC2)ccc1N1CCCC1,i
CC1CCCC(NC(=O)COC(=O)/C=C/c2ccc(F)cc2)C1C (centres undefined),i
Cc1ccc(C(=O)CSc2nnc3n2CCCCC3)s1,i
c1ccc2c(CCN3CCNC[C@H]3Cc3cccc4ccccc34)cccc2c1,i
